Screening results as filed in PubChem BioAssay.
mIAP act: increases mouse intestinal alkaline phosphatase activity | muIAP, CDP-Star luminescence, 30 min; stronger effect = higher value; 1 = vehicle-only enzyme signal, 0 = enzyme-free wells | activation factor at 10 µM | actives 0.24% (n = 330,000) | AID 2805;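 active = activation factor of at least 2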; also: the source names both 10 and 20 µM as test concentration; values of inactives mirror those of a sister screen read the other way
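Assay system: mouse IAP enzyme; Reagent: CDP-Star chemiluminescent phosphatase substrate; Compound: DMSO-dissolved test compounds; Incubation: 30 min, room temperature; Technique: luminescence from enzymatic CDP-Star hydrolysis; Controls: DMSO-only wells and no-enzyme negative control.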
NLRP3 yeast inh: NALP3 inhibition in yeast. AID 2825. Yeast reconstituted NLRP3/ASC/caspase-1, beta-gal luminescence, 24 h. inhibition, % at 10 µM. actives 0.39% (n = 330,000);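 active = inhibition of 50% or more; inactive = inhibition below 50%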;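 also: plate controls were induced DMSO wells for no effect and uninduced yeast grown without galactose for full effect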
APOBEC3G inh: blocks human APOBEC3G single-stranded DNA deamination | recombinant A3G, ssDNA deamination FAM/TAMRA fluorescence | inhibition, % at 20 µM | actives 0.28% (n = 330,000) | AID 493012;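 active = inhibition of at least 40% at 20 µM, with no more than 30% in the related APOBEC3A deaminase screen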;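 also: plate controls were DMSO wells with A3G for no effect and wells lacking A3G enzyme for full effect; some compounds called inactive have numbers as strong as hits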
Target sequence (Q9HC16 whole entry, looked up): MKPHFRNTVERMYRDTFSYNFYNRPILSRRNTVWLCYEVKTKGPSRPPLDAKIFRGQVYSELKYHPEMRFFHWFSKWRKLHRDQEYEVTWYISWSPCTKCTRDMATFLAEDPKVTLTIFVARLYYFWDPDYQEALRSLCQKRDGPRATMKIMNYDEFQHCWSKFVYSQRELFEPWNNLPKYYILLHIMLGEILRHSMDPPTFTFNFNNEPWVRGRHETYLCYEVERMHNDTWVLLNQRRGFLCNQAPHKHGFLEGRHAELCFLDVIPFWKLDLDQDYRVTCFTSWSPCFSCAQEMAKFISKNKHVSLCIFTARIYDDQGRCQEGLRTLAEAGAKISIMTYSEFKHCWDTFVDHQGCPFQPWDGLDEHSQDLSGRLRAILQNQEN
MIN6 prolif: MIN6 beta-cell proliferation induction; MIN6 cells proliferation, ATPlite luminescence, 48 h; cells starved in 0.2% serum; 100% = growth in 10% serum; actives 0.29% (n = 330,000); AID 2380; proliferation, % at 10 µM;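 active = compounds whose signal lies at least 3.5 SD above the mean of all wells on their plate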;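 also: 0% = DMSO-treated cells in low-serum medium and 100% = 10% serum control; some compounds called inactive have numbers as strong as hits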
SENP1 FRET inh: blocks the human SENP1 SUMO protease catalytic domain | actives 0.21% (n = 360,000) | AID 624204 | Q9P0U3 | inhibition, % at 10 µM | recombinant SENP1 catalytic domain, CyPet-SUMO1-YPet FRET cleavage;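 active = inhibition at least 30% at 10 µM, raw YFP signal under a set limit, fluorescence ratio 0.5 to 1.5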;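 also: 0% = enzyme with DMSO and 100% = no enzyme wells; some results filed as inactive read as strong as hits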
Target sequence (Q9P0U3 419-644 limits assumed): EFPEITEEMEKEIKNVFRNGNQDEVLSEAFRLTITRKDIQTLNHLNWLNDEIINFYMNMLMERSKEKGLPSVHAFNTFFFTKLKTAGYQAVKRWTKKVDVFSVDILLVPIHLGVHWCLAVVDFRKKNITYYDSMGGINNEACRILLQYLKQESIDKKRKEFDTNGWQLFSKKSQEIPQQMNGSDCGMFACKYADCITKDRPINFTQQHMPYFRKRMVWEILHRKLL
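Assay system – human recombinant His6-tagged SENP1 catalytic domain enzyme · Input – SENP1 enzyme, 20 pM final · Buffer or medium – Tris pH 8 buffer plus EDTA, NaCl, BME, BSA, NP40, catalase · Schedule – 50 min reaction at room temperature · Technique – FRET read of cyan and yellow fluorescence · Control set – no-enzyme wells low, DMSO-plus-enzyme wells high control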
hIAP act: human IAP activation | P09923 | purified human IAP, CDP-Star luminescence, 30 min; stronger effect = higher value; 1 = vehicle-only enzyme, 0 = enzyme-free background | activation factor at 10 µM | actives 0.16% (n = 330,000) | AID 2524;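 active = activation factor of the enzyme at least 2-fold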; also: the source names both 10 and 20 µM as test concentration; values of inactives mirror those of a sister screen read the other way
APOBEC3A inh: inhibitors of human APOBEC3A DNA deaminase. recombinant A3A, FAM/TAMRA ssDNA deamination fluorescence. actives 0.41% (n = 330,000). P31941. inhibition, % at 20 µM;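 active = at least 40% inhibition at 20 µM here, with at most 30% in a related deaminase screen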;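 also: plate controls were A3A with DMSO for no effect and wells lacking A3A enzyme for full effect; some results filed as inactive read as strong as hits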
Target sequence (P31941 whole entry, looked up): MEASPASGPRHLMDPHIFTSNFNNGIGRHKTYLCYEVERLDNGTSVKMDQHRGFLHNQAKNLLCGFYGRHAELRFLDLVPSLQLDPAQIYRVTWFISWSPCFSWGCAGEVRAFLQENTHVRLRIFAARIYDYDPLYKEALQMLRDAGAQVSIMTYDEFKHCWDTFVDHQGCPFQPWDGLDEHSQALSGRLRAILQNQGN
mIAP block: mouse IAP inhibition; purified mouse IAP, CDP-Star luminescence, 30 min; inhibition, % at 10 µM; actives 0.2% (n = 330,000); AID 2806;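 active = inhibition of at least 40% at 10 µM in the primary screen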;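 also: plate controls were DMSO with enzyme for no effect and no enzyme wells for full effect; values of inactives mirror those of a sister screen read the other way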
hIAP block: blocks human intestinal alkaline phosphatase | purified IAP, CDP-Star luminescence, 30 min | actives 0.12% (n = 330,000) | inhibition, % at 10 µM | P09923;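 active = inhibition reaching a set limit with compound at 10 µM in the primary screen, cut at about 35% in these data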;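 also: plate controls were DMSO wells with enzyme for no effect and no-enzyme buffer wells for full effect; values of inactives mirror those of a sister screen read the other way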
The depositor's hits bear a star; x = no result given; & = joins results of further samples.

SMILES	mIAP act	NLRP3 yeast inh	APOBEC3G inh	MIN6 prolif	SENP1 FRET inh	hIAP act	APOBEC3A inh	mIAP block	hIAP block
Cc1ccc(C)c(S(=O)(=O)Nc2ccc3scnc3c2)c1	1.1	6	0	-3	-4	1.3	0	-10	-29
Cc1cc(OC(F)F)ccc1NC(=O)Nc1ccc2c(c1)OCO2	0.92	-13	-6	-2	2	0.81	-5	8	19
O=C(Cn1cnc2c(nnn2Cc2ccccc2F)c1=O)NCc1ccco1	0.96	-1	-4	2	-1	1.2	4	4	-20
COc1ccc(-n2c(-c3cccc(C)c3[N+](=O)[O-])n[nH]c2=S)cc1	0.95	27	19	0	1	0.94	2	5	6
Cc1c(NC(=S)N/N=C\c2ccccc2O)c(=O)n(-c2ccccc2)n1C	1	6	2	-1	-62	1.7	-2	-5	-71
CC(=O)N1[C@H](C)C=C[C@]1(Cc1ccccc1)C(=O)O	1.1	14	-4	-4	-1	0.99	-2	-10	0
Cc1c(NC(=O)c2cc3ccccc3c(=O)s2)c(=O)n(-c2ccccc2)n1C	1.1	9	-4	-2	1	1.1	-1	-7	-14
CCCCNc1ncnc2c1cnn2Cc1ccc(Cl)cc1	1	37	-4	-3	0	1.1	-1	-4	-7
Cc1noc(C)c1Cn1nc(C(=O)O)c2ccccc2c1=O	0.95	14	1	0	0	0.94	4	5	6
Cc1ccc(C(=O)N/N=C/c2ccc(-c3cccc(C(F)(F)F)c3)o2)cn1	1	0	-4	-4	-1	0.94	-2	-2	6

In another format: four of the compounds above.
Cc1c(NC(=S)N/N=C\c2ccccc2O)c(=O)n(-c2ccccc2)n1C
  mIAP act = 1 | NLRP3 yeast inh = 6 | APOBEC3G inh = 2 | MIN6 prolif = -1 | SENP1 FRET inh = -62 | hIAP act = 1.7 | APOBEC3A inh = -2 | mIAP block = -5 | hIAP block = -71

CC(=O)N1[C@H](C)C=C[C@]1(Cc1ccccc1)C(=O)O
  mIAP act = 1.1 | NLRP3 yeast inh = 14 | APOBEC3G inh = -4 | MIN6 prolif = -4 | SENP1 FRET inh = -1 | hIAP act = 0.99 | APOBEC3A inh = -2 | mIAP block = -10 | hIAP block = 0

Cc1c(NC(=O)c2cc3ccccc3c(=O)s2)c(=O)n(-c2ccccc2)n1C
  mIAP act = 1.1 | NLRP3 yeast inh = 9 | APOBEC3G inh = -4 | MIN6 prolif = -2 | SENP1 FRET inh = 1 | hIAP act = 1.1 | APOBEC3A inh = -1 | mIAP block = -7 | hIAP block = -14

CCCCNc1ncnc2c1cnn2Cc1ccc(Cl)cc1
  mIAP act = 1 | NLRP3 yeast inh = 37 | APOBEC3G inh = -4 | MIN6 prolif = -3 | SENP1 FRET inh = 0 | hIAP act = 1.1 | APOBEC3A inh = -1 | mIAP block = -4 | hIAP block = -7

Remaining list, next part
SMILES	mIAP act	NLRP3 yeast inh	APOBEC3G inh	MIN6 prolif	SENP1 FRET inh	hIAP act	APOBEC3A inh	mIAP block	hIAP block
O=C(Cn1ccc(C(F)(F)F)n1)NNC(=O)c1cccnc1	0.98	12	-3	2	2	0.86	-2	2	14
Cc1sc2ncn(CC(=O)NCC(=O)N3CCN(c4ccc(F)cc4)CC3)c(=O)c2c1C	1	20	-10	0	-9	1.1	-4	-4	-10
Brc1cc(-c2ccccc2)nc(-c2ccccc2)n1	0.94	15	-4	-6	0	1.1	-2	6	-6
N#C/C(=N\Nc1cccc([N+](=O)[O-])c1)C(=O)c1ccc(Br)cc1	0.82	47	-6	-7	-1	0.77	2	18	23
C/C(CC(=O)N(C(C)C)C(C)C)=N\NC(=O)c1ccccc1Br	0.99	10	3	0	0	0.91	1	1	9
CCC(C)NS(=O)(=O)c1ccc(OCC(=O)N2CCCC2)cc1 (configuration not stated)	1.1	2	-10	0	3	0.91	3	-7	10
COc1ccc2c(c1)sc1nc(-c3ccccc3)cn12	1	36	1	-4	2	0.95	0	0	5
COc1ccccc1CNC(=O)C(NS(=O)(=O)c1ccc2c(c1)OCCO2)C(C)C (configuration not stated)	0.96	13	-2	-3	-3	1.1	0	4	-8
O=C(c1nc[nH]c1C(=O)N1CCN(c2ccccc2)CC1)N1CCN(c2ccccc2)CC1	1	1	-4	5	-7	1.3	2	0	-26
COc1cccc(OC)c1C(=O)Nc1nc2cc3c(cc2s1)OCO3	0.97	6	-4	-2	1	0.96	-3	2	4

Limited to SENP1 FRET inh, hIAP act and APOBEC3G inh, for some of the entries so far:
molecule | SENP1 FRET inh | hIAP act | APOBEC3G inh
N#C/C(=N\Nc1cccc([N+](=O)[O-])c1)C(=O)c1ccc(Br)cc1 | -1 | 0.77 | -6
C/C(CC(=O)N(C(C)C)C(C)C)=N\NC(=O)c1ccccc1Br | 0 | 0.91 | 3
CCC(C)NS(=O)(=O)c1ccc(OCC(=O)N2CCCC2)cc1 (configuration not stated) | 3 | 0.91 | -10

More results follow:
SMILES	mIAP act	NLRP3 yeast inh	APOBEC3G inh	MIN6 prolif	SENP1 FRET inh	hIAP act	APOBEC3A inh	mIAP block	hIAP block
CC(=O)c1ccc(OCC(O)CN2CCN(Cc3ccc4c(c3)OCO4)CC2)cc1 (configuration not stated)	1.1	24	-6&-5	2	-2&-2	1.1	-4&-2	1	-7
O=S(=O)(c1ccc(-c2csc(Nc3ccc(F)cc3)n2)cc1)N1CCCC1	0.89	1	-11	0	4	0.99	-4	12	1
COc1ccc(CS(=O)(=O)CC2(O)CCN(C(=O)c3cccc(C(F)(F)F)c3)CC2)cc1	1	2	-9	-3	0	0.95	4	-4	5
O=C1Nc2ccccc2S/C1=C\C(=O)N1CCCC1	1	1	0	0	x	0.96	1	-4	4
Cc1ccc(NC(=O)c2ccc(Cl)c(S(=O)(=O)N3CCCCCC3)c2)nc1	0.97	13	-3	0	-1	1	1	3	-1
O=C(CCNC(=O)c1ccccc1)NN=Cc1ccc(Br)o1	1.1	21	0	-4	0	1.2	13	-9	-15
CCC(C)NC(=O)C1CCN(S(=O)(=O)c2ccc(-n3cnnn3)cc2)CC1 (configuration not stated)	0.97	3	-7	2	4	1	-4	3	0
COc1ccc(CCC(=O)OCC(=O)c2ccc[nH]2)cc1OC	1.1	1	0	-1	-2	0.84	-2	-6	16
CN(C)c1nccc(N(Cc2ccccc2)Cc2ccccc2)c1C#N	1	4	-8	-3	1	0.9	-1	0	10
CC(C)(C)NC(=O)CSc1n[nH]c(=O)n1-c1ccccc1	1	15	-1	-1	0	1	1	-3	-5
COc1ccc(OC)c(N2C(=O)CC(Cc3cc(C)cc(C)c3)C2=O)c1 (configuration not stated)	1.1	17	-2	-3	2	0.84	1	-7	16
Cc1ccc(NC(=O)c2cnc3ccccc3n2)cc1C	0.9	27	-3	-3	-1	0.89	-1	10	11
Nc1cccc(O)c1	0.93	-5	-6	4	2	0.75	-5	8	25
O=C(Nc1ccc(F)cc1)c1sc2cc(C(F)(F)F)cnc2c1-c1cccs1	0.95	5	-5	0	0	0.94	3	5	6
Cc1ccc2nc(Nc3nc(C)cc(C(F)(F)F)n3)nc(C)c2c1	1.1	10	-5	-2	-1	1.1	-6	-6	-6
COc1cc2cc(Oc3ccc4ccc(=O)oc4c3)c(=O)oc2cc1O	0.9	8	-119	-2	-30	0.91	-42	10	9
CC(C)[C@H](NC(=O)Nc1cccc(C(F)(F)F)c1)C(=O)O	0.91	14	-1	3	0	0.98	-3	9	2
Cc1ccccc1CC(=O)Nc1ccc(C(=O)N2CCCC2)cc1	1	6	1	0	2	1.2	-1	-2	-16
O=C(CN1C(=O)NC2(CCCCC2)C1=O)N1CCN(S(=O)(=O)c2ccc(Cl)s2)CC1	1	13	-6	-3	-2	0.89	3	-4	11
CCC1CCCCN1CCCNC(=O)CCC(=O)N1CCOc2ccccc21 (configuration not stated)	0.95	1	-9	-1	2	1	-4	5	-3
CC(C)(C)c1ccc(-c2nnc(N)o2)cc1	0.88	23	-7	2	1	1.7	-1	12	-71
COc1cc(/C=C(\C#N)C(=O)c2c(C)[nH]c3ccccc23)cc(OC)c1OC	0.93	17	2	0	3	1	-1	7	-5
O=C(/C=C/c1ccc2c(c1)OCCCO2)c1ccccc1O	0.85	29	-7	0	2	0.88	-3	15	12
Cc1ccc(-c2nnc(SCC(=O)N/N=C/c3c(C)nn(-c4ccccc4)c3C)n2-c2ccccc2)cc1	1.2	8	-1	0	2	0.95	2	-25	4
O=[n+]1c2c(n([O-])c3ccccc31)CCCC2	1	-1	13	-2	5	0.98	2	-2	2
COc1cc(NC(=O)COC(=O)CNC(=O)C2CCCCC2)cc(OC)c1	0.94	5	-4	1	1	0.94	2	6	6
Cc1ccc(S(=O)(=O)N2CCCOC2CNC(=O)C(=O)NCCCn2ccnc2)cc1 (configuration not stated)	1.1	4	-6	0	-1	1	-7	-11	-2
CCCNC(=O)NC(=O)CSc1ccc2c(c1)OCCO2	1	15	-5	-3	1	1.1	-2	-1	-13
Cn1c(=O)c(=O)n(C)c2cc(N3CCOCC3)c(NS(=O)(=O)c3ccc([N+](=O)[O-])cc3)cc21	1.1	2	-1	-3	-5	1	-4	-6	-5
C=CC[n+]1c(/C=C2\C=Cc3cc(C)ccc3N2CC)ccc2ccccc21	0.83	13	37	-6	12	0.76	77	17	24
COc1cc(-c2noc(CCCC(=O)NCc3ccco3)n2)cc(OC)c1OC	0.95	2	-8	1	1	1	-3	5	-2
CC1CN(C(=O)c2cc3cc(Br)ccc3[nH]2)CC(C)O1 (configuration not stated)	0.98	26	-3	5	-3	0.98	2	2	2
O=C(Oc1coc(CSc2nnc(NC(=O)C3CC3)s2)cc1=O)c1ccccc1	1.1	2	1	2	4	0.95	5	-9	5
Cc1cccc(OCC(=O)N(Cc2ccco2)C2CCS(=O)(=O)C2)c1 (configuration not stated)	1	13	-2	-4	1	0.97	-3	-1	3
O=c1c2ccccc2c(C=Nc2cccc(S(=O)(=O)NCc3ccco3)c2)c(O)n1-c1ccc(Cl)cn1	0.9	-14	1	1	-49	0.91	3	10	9
Cc1cc(NC(=O)CCCn2nc(C)c([N+](=O)[O-])c2C)no1	0.99	5	-9	-2	2	0.95	-1	1	5

These rows are one share of the data, so the mix of outcomes need not match the whole.
